Source: PubChem (National Center for Advancing Translational Sciences (NCATS))
TbPYK inhibitor: inhibitors of Trypanosoma brucei pyruvate kinase; 410,000 tested, 0.12% active; Potency, µM (titrated, usually from 76.8 µM), for inactives: top-dose activity, negative = inhibition, usual class: inhibitors; Q57TT1; TbPYK enzyme, Kinase-Glo Plus ATP luminescence, 45 min; note: nearly all actives have a fitted effect of over 50% in size
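Readout: single end-point luminescence (Kinase-Glo Plus, 10 min). Reaction conditions were TbPYK/substrate plus 130 uM ADP, 45 min at RT, pH 7.2 TEA buffer. No-enzyme wells served as controls, and data were normalized before concentration-response fitting.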
HCV inh: HCV inhibition; Huh7.5.1 HCVcc-Cre infection, luciferase reporter, 44 h; Potency, µM (top dose mostly 41.8 µM), inactives show top-dose activity change, negative = inhibition, hits mostly inhibitors; 340,000 tested, 3.4% active
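Infectious HCV cell culture screen: compound-treated cells (1,000/well, pre-plated 4 h) are infected with HCVcc-Cre at roughly 0.5 moi and grown 44 h. Infection is quantified by luciferase signal after 15 min substrate incubation at room temperature.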
Sm TGR block: S. mansoni TGR enzyme inhibition; purified TGR, DTNB reduction, TNB absorbance 405 nm; Potency, µM (doses to about 114 µM), for the others: top-dose activity change, negative = inhibition, usual class: inhibitors; 360,000 tested, 3% active; note: nearly all actives have a fitted effect of over 60% in size
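First, TGR (20 nM dispensed) and NADPH were mixed with compound. Second, a 15 min room-temperature incubation followed. Third, further NADPH and then DTNB were added to start the reaction. Finally, TNB absorbance was monitored kinetically.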
Pf growth 96h: P. falciparum growth inhibition at 96 hours | AID 504834 | 320,000 tested, 6.9% active | Potency, µM (series often up to 28.7 µM), for the others: top-dose activity change, negative = inhibition, actives largely listed as inhibitors | P. falciparum luciferase reporter growth, 96 h
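Infected RBCs, 2% Hct / 0.05% parasitemia final; luciferase-reporter P. falciparum; cpd 96 h, 37 C, 5% CO2; luciferase detection reagent; luminescence.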
Pf growth 48h: P. falciparum growth inhibition at 48 hours (one generation). Potency, µM (highest dose often 28.7 µM), without a hit: top-dose activity change, negative = inhibition, hits mostly inhibitors. P. falciparum luciferase growth in erythrocytes, 48 h. AID 504832. 310,000 tested, 5.9% active
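A one-generation exposure of luciferase-tagged malaria parasites in RPMI 1640/Albumax erythrocyte culture, 37 C and 5% CO2. Inhibition is inferred from decreased luminescence after adding detection reagent.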
LmPK inh: inhibitors of Leishmania mexicana pyruvate kinase; Potency, µM (highest dose often 57.5 µM), for the others: at the top dose activity change, negative = inhibition, most hits filed as inhibitors; purified LmPK, Kinase-Glo ATP luminescence, 1 h; Q27686; AID 1721; 290,000 tested, 0.37% active
Target sequence (Q27686 whole entry, looked up): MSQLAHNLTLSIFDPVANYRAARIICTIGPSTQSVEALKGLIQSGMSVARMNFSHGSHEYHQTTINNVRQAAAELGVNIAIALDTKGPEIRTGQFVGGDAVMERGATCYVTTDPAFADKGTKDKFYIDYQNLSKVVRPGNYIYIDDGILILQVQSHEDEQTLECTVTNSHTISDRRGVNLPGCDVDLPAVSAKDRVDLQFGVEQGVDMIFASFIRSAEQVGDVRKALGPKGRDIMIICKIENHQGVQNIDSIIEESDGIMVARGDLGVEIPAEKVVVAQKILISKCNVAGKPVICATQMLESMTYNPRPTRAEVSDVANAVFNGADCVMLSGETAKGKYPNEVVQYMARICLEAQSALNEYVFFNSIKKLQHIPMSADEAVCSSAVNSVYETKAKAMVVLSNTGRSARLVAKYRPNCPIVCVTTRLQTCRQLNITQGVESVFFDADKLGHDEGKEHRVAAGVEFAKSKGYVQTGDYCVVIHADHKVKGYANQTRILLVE
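0.1 nM LmPK, 0.5 mM PEP, 0.1 mM ADP; 50 mM imidazole pH 7.2, 7 mM MgCl2, 50 mM KCl; 1 h RT. Kinase-Glo luminescence readout, normalized to no-enzyme (full inhibition) and uninhibited wells.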
Starred values were filed as active, the others as inactive; ? = inconclusive; . = no result given; [ ] = another dose, or the depositor's remark. Calls come from the whole dose curve; as a rule, active = well fitted curve in the direction sought with a large enough effect; inconclusive = small, poorly fitted or top-dose-only effect, or another doubt; inactive = no such curve, though single readings can be large; an effect the other way counts as inactive or inconclusive. % is set by controls: 0 for no effect and ±100 for the full control effect; potency is the fitted concentration of half-maximal effect.

structure	TbPYK inhibitor	HCV inh	Sm TGR block	Pf growth 96h	Pf growth 48h	LmPK inh
Cc1nc2cc(C(F)(F)F)ccc2n1C1CCN(CC(=O)N2CCOCC2)CC1	0%	-10%	-1%	?	-12%	1%
O=C(CSc1nc2nc[nH]c2c(=O)[nH]1)NC1CCCCC1	-1%	-1%	3%	49%[activator][5.75 µM]	-13%	1%
Cc1ccc(NC(=O)COc2coc(CN3c4ccccc4CC3C)cc2=O)c(C)c1 (configuration not stated)	-9%	?	0%	?	?	.
O=C(NCc1ccccc1)C1C(=O)N(Cc2ccccc2)C(=O)C1C1(O)CCCC1 (configuration not stated)	7%	21%	-12%	?	-29%	1%
O/N=C/c1ccc2ccccc2n1	-2%	23%	-3%	106%[activator]	151%[activator]	-2%
NC(=O)CN(c1ccc(Cl)cc1)S(=O)(=O)c1ccccc1	-1%	19%	14%	.	0%	0%
O=C(CN1CCN(c2ccccc2F)CC1)Nc1ccc2c(c1)CCC2	3%	4%	6%	15%	-6%	-2%
CCOC(=O)C(Cc1cc(C(C)=O)ccc1OCC)C(=O)OCC	0%	?	9%	65%[activator]	-19%	0%

Next section; the last four above are carried over.
structure	TbPYK inhibitor	HCV inh	Sm TGR block	Pf growth 96h	Pf growth 48h	LmPK inh
O/N=C/c1ccc2ccccc2n1	-2%	23%	-3%	106%[activator]	151%[activator]	-2%
NC(=O)CN(c1ccc(Cl)cc1)S(=O)(=O)c1ccccc1	-1%	19%	14%	.	0%	0%
O=C(CN1CCN(c2ccccc2F)CC1)Nc1ccc2c(c1)CCC2	3%	4%	6%	15%	-6%	-2%
CCOC(=O)C(Cc1cc(C(C)=O)ccc1OCC)C(=O)OCC	0%	?	9%	65%[activator]	-19%	0%
c1coc(-c2nnc(-c3ccc4c(c3)OCO4)o2)c1	.	.	8%[11.4 µM]	145%[activator]	.	-9%
COc1cc(NC(=S)NC(=O)c2ccc(F)cc2)ccc1NC(=O)c1ccco1	1%	?	-8%	-6%	37%[activator]	-7%
O=C(Cc1ccccc1)N/N=C/c1ccc([N+](=O)[O-])s1	-9%	11µM*	-28%	8.3µM*	7.4µM*	4%
CCc1cc(=O)oc2cc(C)cc(OC(C)C(=O)NCc3ccncc3)c12 (configuration not stated)	-1%	?	87%[activator]	9.3µM*	?	6%
Cc1ccc(S(=O)(=O)N2CCOCC2)cc1NC(=O)COC(=O)CNC(=O)c1ccc(Oc2ccccc2)cc1	-11%	7%	-6%	33%[activator]	-13%	-1%
O=C(N/N=C/c1ccsc1)c1cc(-c2cccs2)nc2ccccc12	5%	16%	4%	-20%	10%	4%
CSc1nc(Cl)cc(=O)[nH]1	-9%	2%	2%	19%	1%	0%
CC1CCCCC1N1CN=C(Nc2nc3ccccc3s2)NC1 (configuration not stated)	-17%	?	3%	37%[activator]	33%[activator]	4%
Cc1cc(C(=O)CSc2nnc(-c3ccco3)o2)c(C)n1CC1COc2ccccc2O1 (configuration not stated)	-2%	?	-20%	4.7µM*	10µM*	5%
O=C(COC(=O)/C=C/c1ccccc1[N+](=O)[O-])NC(=O)NC1CCCC1	-2%	10%	1%	-4%	-1%	.
O=C1c2ccc(-c3ccc(F)cc3OCc3ccccc3)cc2S(=O)(=O)c2cccc(C(=O)N3CCCC3)c21	-2%	?	-9%	?	4.7µM*	.
c1ccc2sc(-c3ccncc3)nc2c1	-17%	?	8%	117%[activator]	82%[activator]	?
CCOC(=O)c1c(C)sc2c1N(C(=O)CN(CC)CC)c1ccccc1S2	-6%	-8%	-2%	?	?	6%
COc1ccc(-n2c(=O)c3ccccc3n(CC(=O)Nc3cccc(OC)c3)c2=O)cc1	0%	10%	-2%	?	12%	6%
COc1cccc(/C=N/NC(=O)CCn2cnc3ccccc32)c1	-2%	8%	18%	?	?	5%
COC(=O)c1ccccc1NC(=O)CSc1ccccn1	1%	-13%	5%	2.9µM*	0%	-10%
COc1ccccc1N1CCN(C(=O)C(C)N(c2ccc(C)cc2)S(C)(=O)=O)CC1 (configuration not stated)	-16%	-13%	-16%	.	?	-10%
COCCN(Cc1cc2ccc(C)cc2n2nnnc12)Cc1nnnn1C(C)(C)C	-5%	3%	1%	7%	-12%	-1%
Cc1ccccc1Cn1c2ccccc2c2cnn(CC(=O)N3CCN(c4ccccc4)CC3)c(=O)c21	0%	-1%	-26%	?	.	14%
CC(=O)N1CCN(c2ccc(NC(=O)c3ccccc3Cl)cc2)CC1	0%	14%	-18%	88%[activator]	20%	-2%
CCc1ccc(CN2CCN(c3ncccn3)CC2)cc1	8%	-13%	20%	?	?	8%
O=C(NNS(=O)(=O)c1ccccc1F)c1cccc(S(=O)(=O)N2CCOCC2)c1	-10%	34%[activator]	-12%	4%	-1%	-5%
C=CCOc1ccc(Br)cc1/C=C1\NC(=S)N(C(C)=O)C1=O	-22%	-5%	1%	-9%	0%	0%
COC(=O)c1ccc(CNC(=O)c2ccc(S(=O)(=O)N3CCCC(C)C3)cc2)cc1 (configuration not stated)	2%	-30%	4%	?	13µM*	.
COC(=O)C1C2C=CC3(CN(C(C)C)C(=O)C13)O2 (configuration not stated)	-4%	8%	-21%	?	.	4%
O=C(NCc1ccco1)C1CCN(C(=O)c2ccc(Cl)cc2Cl)CC1	-7%	4%	?	-6%	-6%	6%
CC(C)(C)[C@H]1C=C(C(=O)NCc2ccccc2)O[C@@H](OCc2ccc(CO)cc2)C1	4%	15%	-5%	?	?	4%
O=C(O)Cc1ccc(NC(=O)c2cccc(NC(=O)c3ccco3)c2)cc1	4%	7%	-34%	?	5%	1%
Nc1ccc(S(=O)(=O)Nc2nccc(/C=C/c3ccc(Cl)cc3)n2)cc1	22%	-5%	2%	0%	14%	-5%
CCCC1S/C(=N/N=C/c2ccco2)NC1=O (configuration not stated)	-3%	6%	-17%	-18%	-22%	0%
COc1ccc(C(=O)C[N+]2(C)CCOCC2)cc1	-7%	8%	-4%	-12%	.	-4%
O=C(CCN1CCN(c2ccccc2)CC1)Nc1cccc(Br)c1	-1%	-8%	1%	?	?	5%
O=C(Cc1ccccc1)N1CCCC(c2nc(-c3ccc(S(=O)(=O)N4CCCC4)cc3)no2)C1 (configuration not stated)	1%	?	6%	8.3µM*	.	4%
O=C(c1ccccc1F)N1CCN(C(=O)C2CC2)CC1	-3%	25%	-24%	?	12%	-10%
O=C(NCC1CC1)NC(=O)c1c(F)cccc1Cl	4%	-4%	-14%	66%[activator]	48%[activator]	4%
CCOC(=O)N1CCN(C(=O)c2ccccc2SCC(=O)NCC2CCCCC2)CC1	-4%	-6%	-3%	?	?	.
Cn1c(-c2cccc(Br)c2)n[nH]c1=O	0%	-1%	8%	28%	22%	-1%
Cc1ccc(NC(=O)CSc2nnc(CN3CCOCC3)n2C)cc1C	3%	12%	-2%	-27%	-20%	-2%
COc1ccc(NC(=O)c2ccc(F)cc2)cc1S(=O)(=O)Nc1cc(C)ccc1Br	-2%	?	-3%	?	49%[activator]	2%
Cn1c(C(=O)NC2CCCCCC2)cc2c(=O)n(C)c3ccccc3c21	-6%	-7%	-34%	-8%	.	9%
COc1ccc(C(O)c2coc3ccc(O)c(CN(C)C)c23)cc1 (configuration not stated)	-1%	4%	-1%	?	?	1%
Cc1ccc(NC(=O)COC(=O)CCc2ccc(S(=O)(=O)N3CCOCC3)cc2)c(C)c1	1%	8%	2%	65%[activator]	?	3%
CSCC(C)N1CCC(n2nccc2NC(=O)CCCc2ccccc2)CC1 (configuration not stated)	-12%	6%	-13%	?	-9%	-3%
COc1ccc(/C=C2\NC(=S)N(CC3CCCO3)C2=O)c(OC)c1 (configuration not stated)	-13%	-22%	-1%	13%	12%	-2%
O=C(CO)N/N=C/c1ccccc1F	1%	3%	6%	35%[activator]	-8%	-3%
CC1C(=O)CC(c2ccccc2)NC1c1ccccc1 (configuration not stated)	0%	26%	-6%	-1%	.	5%
CCOC(=O)N1CCN(C(=O)Cn2cc3c(n2)CCCC3)CC1	6%	5%	-3%	-106%	1%	-9%
CCCC(=O)OCCNc1cc(SCc2ccco2)c2nonc2c1[N+](=O)[O-]	?	9%	14µM*	?	-19%	-2%
CCCC1CCc2c(c3ccccc3[nH]c2=O)O1 (configuration not stated)	0%	-27%	-6%	.	?	-5%
COc1ccc(NC(=O)c2sc3ncnc(N4CCN(c5ccccn5)CC4)c3c2C)cc1Cl	-1%	6.3µM*	-6%	?	6.6µM*	-6%
CC(NC(=O)c1cccc(S(=O)(=O)N2CCN(Cc3ccccc3)CC2)c1)c1ccc(Cl)cc1 (configuration not stated)	1%	?	-11%	0%	?	.
Nc1nc2c(ncn2COC(CO)CO)c(=O)[nH]1	1%	2%[8.37 µM]	2%	19%	3%	-4%
COc1cccc(NC(=O)c2ccc3c(c2)C(=O)N(CC2CCCO2)C3=O)c1 (configuration not stated)	-1%	-1%	-13%	65%[activator]	24%	-10%
Cc1cc2oc(=O)cc(CN3CCOCC3)c2cc1C(C)C	-1%	-23%	4%	?	?	-6%
O=C(c1cccs1)N1CCCC(N2CCN(c3ccc(F)cc3)CC2)C1 (configuration not stated)	-7%	-15%	-3%	86%	-8%	0%
O=C(Nc1ccc(Nc2ccccc2)cc1)c1ccc(Br)o1	4%	?	1%	128%[activator]	6%	-3%

Carrying on:
structure	TbPYK inhibitor	HCV inh	Sm TGR block	Pf growth 96h	Pf growth 48h	LmPK inh
O=C(NNc1c(F)c(F)cc(F)c1F)c1ccc(Cl)nc1	9%	14%	7%	41%[activator]	-6%	3%
Clc1ccc(C2Nc3cccc4cccc(c34)N2)cc1	-18%	5%	16µM*	2%	?	-8%
CC(C)c1ccccc1NC(=O)c1ccc(CN(c2ccccc2)S(=O)(=O)c2ccccc2)cc1	.	2%	-8%	8%	?	3%
O=C(CCN1CCCCC1)c1ccc2c(c1)OCO2	-6%	15%	0.28µM*	-39%	6%	2%
C/C(=N\NC(=O)c1ccc(O)cc1)c1cccc(NC(=O)c2ccccc2C)c1	-7%	17%	-32%	?	33%[activator]	-12%
CC1(C)CC2CC(C)(CN2C(=O)COc2cccc3ccccc23)C1 (configuration not stated)	-1%	?	-8%	.	-15%	2%
COc1ccc(OCCNC(=S)Nc2cccc3ccccc23)cc1	-4%	?	3%	?	?	2%
CCc1cccc(OCCCCNCCCOC)c1	-5%	?	25%	3%	-8%	-3%
CCOC(=O)c1sc2nc(C)nc(N3CCN(c4ncccn4)CC3)c2c1C	2%	-7%	-7%	-40%	49%[activator]	-1%
